Bioassay records from PubChem BioAssay.
CCR6 antagonist – CCR6 receptor antagonists, primary screen, cell-based, CHO-K1, luminescence, beta-arrestin, uHTS. C-C chemokine receptor type 6 (Homo sapiens), P51684. inhibition, % at 20 µM. hit rate 0.49% among 340,000. CHO-K1 CCR6 PathHunter beta-arrestin, CCL20-stimulated;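 active means compounds whose inhibition of the agonist-driven luminescence signal at 20 µM reaches about 50%, limit read from the data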;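 further: cells stimulated with CCL20 at 14 nM final; plate controls were DMSO with CCL20 for no effect and DMSO without agonist for full effect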
Jurkat NFkB inh – inhibitors of induced NF-kB luciferase reporter, primary screen, TCR NF-kB activation inhibitor project, cell-based, luminescence, uHTS; Jurkat, PMA/ionomycin-induced NF-kB luciferase reporter; inhibition, % at 4 µM; hit rate 0.53% among 330,000; in the data active means inhibition above about 50%
697 NFkB inh – inhibitors of PMA/ionomycin-induced NF-kB reporter, 697 cells, primary screen, B-cell NF-kB inhibitor project, cell-based, luminescence, uHTS; inhibition, % at 4 µM; hit rate 0.33% among 330,000; 697 B-cell NF-kB luciferase reporter, 16 h; in the data active means inhibition above about 35%
Gli-Sufu block – Gli-Sufu pathway antagonists, primary screen, luciferase luminescence, Sufu-KO-LIGHT cells, uHTS; hit rate 0.74% among 340,000; Sufu-KO-LIGHT fibroblasts, Gli luciferase reporter luminescence; inhibition, % at 5 µM;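 active means inhibition above about 55%, limit read from the data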;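 further: 0% = DMSO-treated cells and 100% = wells with medium but no cells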
UBC13 polyUb – UBC13 polyubiquitin chain formation inhibitors, primary screen, biochemical, TR-FRET, uHTS; inhibition, % at 20 µM; hit rate 0.47% among 330,000; AID 485273, 2010; in the data active means inhibition above about 45%, passing the limit was not always enough
EBI2 block – EBI2 receptor antagonists, beta-arrestin recruitment, primary screen, cell-based, luminescence, 7a,25-OHC stimulation, uHTS; hit rate 0.81% among 360,000; 7a,25-OHC stimulated; G-protein coupled receptor 183 (Homo sapiens), P32249; inhibition, % at 5 µM; AID 651636, 2012; in the data active means inhibition above about 38%;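 further: enzyme fragment complementation signal reports receptor beta-arrestin coupling in cells; 0% = agonist plus DMSO wells and 100% = wells without agonist; some results beyond the cut were filed as inactive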
Target sequence (P32249 whole entry, looked up, the tested form may be a part): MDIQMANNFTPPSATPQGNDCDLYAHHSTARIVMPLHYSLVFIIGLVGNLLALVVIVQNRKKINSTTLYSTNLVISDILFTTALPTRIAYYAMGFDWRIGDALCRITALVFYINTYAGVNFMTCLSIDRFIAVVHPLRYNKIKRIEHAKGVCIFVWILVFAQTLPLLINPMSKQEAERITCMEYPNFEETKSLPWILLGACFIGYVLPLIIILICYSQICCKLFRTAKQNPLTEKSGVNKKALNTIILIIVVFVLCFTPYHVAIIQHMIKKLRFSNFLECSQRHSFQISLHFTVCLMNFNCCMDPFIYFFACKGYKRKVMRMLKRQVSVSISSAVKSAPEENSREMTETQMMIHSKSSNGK
CXCR6 inh – CXCR6 receptor inhibitors, primary screen, cell-based, beta-arrestin, luminescence, CHO-K1 PathHunter, 1536-well; inhibition, % at 20 µM; hit rate 0.36% among 360,000; AID 602244, 2012; in the data active means inhibition above about 34%, passing the limit was not always enough;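 further: antagonist mode with CXCL16 agonist at 10 nM final; 0% = 10 nM CXCL16 with DMSO and 100% = unstimulated wells without agonist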
Target sequence (O00574 whole entry, looked up): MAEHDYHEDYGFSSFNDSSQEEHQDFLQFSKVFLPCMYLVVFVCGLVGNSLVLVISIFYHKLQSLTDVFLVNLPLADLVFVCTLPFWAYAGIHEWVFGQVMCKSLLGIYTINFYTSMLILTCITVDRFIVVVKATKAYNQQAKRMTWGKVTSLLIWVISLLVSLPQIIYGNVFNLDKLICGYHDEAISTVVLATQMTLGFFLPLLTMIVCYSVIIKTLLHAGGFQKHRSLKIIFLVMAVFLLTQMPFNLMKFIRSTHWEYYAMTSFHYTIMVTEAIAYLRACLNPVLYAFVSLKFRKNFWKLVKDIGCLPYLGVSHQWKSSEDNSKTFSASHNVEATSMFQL
APJ antag – antagonists of human apelin receptor APJ, primary screen, CHO-K1 cells, beta-arrestin complementation, luminescence; P35414; inhibition, % at 20 µM; hit rate 0.32% among 330,000;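 active means inhibition above about 40% at 20 µM, limit read from the data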;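 further: cells challenged with 10 nM apelin-13 agonist together with compound; plate controls were apelin-13 plus DMSO wells for no effect and DMSO wells lacking apelin-13 for full effect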
Target sequence (P35414 whole entry, looked up): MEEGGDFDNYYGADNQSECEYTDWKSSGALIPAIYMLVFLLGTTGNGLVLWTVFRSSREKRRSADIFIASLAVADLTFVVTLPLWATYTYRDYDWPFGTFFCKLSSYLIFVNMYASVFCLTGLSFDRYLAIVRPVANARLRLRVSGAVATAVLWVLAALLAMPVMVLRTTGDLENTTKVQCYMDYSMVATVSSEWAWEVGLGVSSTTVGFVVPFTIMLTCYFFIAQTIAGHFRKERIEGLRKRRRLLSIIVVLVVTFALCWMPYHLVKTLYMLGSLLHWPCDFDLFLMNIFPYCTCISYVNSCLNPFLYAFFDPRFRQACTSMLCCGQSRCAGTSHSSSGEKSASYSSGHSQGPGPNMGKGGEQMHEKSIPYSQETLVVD
Numbers without * were called inactive; nt = no result given.

SMILES	CCR6 antagonist	Jurkat NFkB inh	697 NFkB inh	Gli-Sufu block	UBC13 polyUb	EBI2 block	CXCR6 inh	APJ antag
O=c1c(C(c2ccc(F)cc2)c2c(O)nc3n(c2=O)CCS3)c(O)nc2n1CCS2	2.6	9.0	13.7	-0.8	3.9	4.5	4.3	5.8
Nc1cc(N)cc(C(=O)Nc2ccc3c(c2)C(=O)NC3=O)c1	-3.2	-35.5	-18.8	-6.7	-23.7	-5.7	-4.1	-3.2
Cc1noc(C)c1COc1cccc(C(=O)N2CCc3ccccc32)c1	0.1	5.6	14.4	11.8	21.8	6.9	4.7	4.5
Cn1c(=O)c2c(-c3ccccc3)n(Cc3ccccn3)cc2n(C)c1=O	1.8	9.1	12.3	-13.0	-3.9	2.9	0.2	-8.8
CCCC1CC(C(=O)Nc2ccccc2)C(=O)O1 (stereo unspecified)	3.2	-5.2	23.1	0.3	-0.6	0.3	3.2	-0.3
CCOC(=O)N1CCN(c2cc(N3CCN(CC)CC3)c(F)cc2[N+](=O)[O-])CC1C (stereo unspecified)	8.0	-22.4	-28.2	13.3	-2.5	-4.1	1.3	-16.4
N#Cc1ccccc1CSc1nc(N2CCCCC2)nc(N2CCCCC2)n1	5.3	-0.2	-25.3	6.1	-5.8	-8.4	0.6	2.3
c1ccc(-c2ccc(C3=Nn4c(nnc4-c4cc(-c5ccccc5)n[nH]4)SC3)cc2)cc1	-22.4	-4.0	-10.9	1.2	-10.4	-17.8	-6.7	20.8
CCc1cc(-c2nnc(SCC(=O)NC3CC3)n2C)cs1	5.9	-12.9	5.8	1.0	3.1	-9.4	-6.3	-13.7
O=C(NCCCNC(=O)c1cnccn1)c1cccc(F)c1	1.5	4.5	1.8	-5.6	3.4	0.2	-2.6	18.5
CCC(=O)Nc1c(-c2ccc(C)cc2)nc2ccc(C)cn12	13.2	-10.9	-16.9	-6.1	2.1	-6.3	2.7	21.9
CC(C)c1cc(C(=O)N/N=C/c2ccoc2)cs1	-11.7	4.5	-6.1	-27.4	1.1	3.2	6.9	11.5
O=C(NCc1cccnc1)C1CCCN1S(=O)(=O)c1ccc(Cl)cc1 (stereo unspecified)	12.7	-4.9	0.5	34.0	4.8	8.0	-10.0	-12.8
Cc1cc(NC(=O)C2CCCCC2)ncc1NC(=O)c1ccccn1	-0.5	-10.7	6.6	10.4	-1.2	-1.5	1.7	5.8
Cn1cc([N+](=O)[O-])c(C(=O)NC2CCCCCCC2)n1	nt	-0.9	23.8	nt	0.5	5.9	-3.4	-2.0
O=C(NCc1ccccc1)N1CCN(CCO)CC1	5.7	nt	nt	-28.0	nt	-5.1	-3.5	nt
CC(C)(C)n1nnnc1C(c1cccc(C#N)c1)N1CCCc2ccccc21 (stereo unspecified)	11.8	-1.6	-2.8	11.2	0.8	1.9	-0.2	20.1
C=CCN(c1ccccc1)S(=O)(=O)c1cccc(C(=O)Oc2ccc3c(C)cc(=O)oc3c2)c1	1.4	-9.8	4.4	-2.9	16.0	-1.5	12.0	2.0
O=C1C(=O)N(Cc2cccnc2)C(c2ccccn2)/C1=C(/O)c1ccccc1 (stereo unspecified)	8.6	3.7	14.8	20.8	-1.4	3.0	3.7	1.0
CCN1C(=O)[C@H]2[C@@H](c3ccc(OC)cc3)N3C(=O)CN(CCOC)C(=O)[C@@]3(C)[C@H]2C1=O	-5.1	14.7	-2.9	-0.3	-4.9	-12.3	7.1	4.0
CON/C=C(\C=Nc1ccccc1)c1ncc(C(F)(F)F)cc1Cl	10.4	-1.9	4.4	0.7	0.7	3.2	0.0	8.7
COc1ccccc1CNC(=O)CN1C(=O)C(C)N(c2ccc(C)cc2)C1=O (stereo unspecified)	19.9	1.1	-2.6	-1.1	4.6	1.0	6.3	-4.4
Cc1cccc(C)c1OCc1cc(C(=O)N(C)Cc2nc3ccccc3[nH]2)no1	40.8	-3.5	5.3	9.8	1.8	17.5	-2.3	-21.0
CC(c1ccc2c(c1)OCO2)n1c(=S)[nH]c2ccccc2c1=O (stereo unspecified)	-2.5	9.9	10.9	-2.9	13.6	2.5	3.9	11.4
O=C(COc1ccc([N+](=O)[O-])cc1)N/N=C/c1cc([N+](=O)[O-])ccc1N1CCOCC1	8.2	0.7	14.0	-1.2	-18.5	12.6	6.7	-3.4

An excerpt from above in order of their number in UBC13 polyUb, falling.
molecule,UBC13 polyUb
O=c1c(C(c2ccc(F)cc2)c2c(O)nc3n(c2=O)CCS3)c(O)nc2n1CCS2,3.9
Cc1cccc(C)c1OCc1cc(C(=O)N(C)Cc2nc3ccccc3[nH]2)no1,1.8
CCCC1CC(C(=O)Nc2ccccc2)C(=O)O1 (stereo unspecified),-0.6
Cc1cc(NC(=O)C2CCCCC2)ncc1NC(=O)c1ccccn1,-1.2
N#Cc1ccccc1CSc1nc(N2CCCCC2)nc(N2CCCCC2)n1,-5.8
Nc1cc(N)cc(C(=O)Nc2ccc3c(c2)C(=O)NC3=O)c1,-23.7

In the list so far, 2 contain a cyano group:
SMILES	CCR6 antagonist	Jurkat NFkB inh	697 NFkB inh	Gli-Sufu block	UBC13 polyUb	EBI2 block	CXCR6 inh	APJ antag
N#Cc1ccccc1CSc1nc(N2CCCCC2)nc(N2CCCCC2)n1	5.3	-0.2	-25.3	6.1	-5.8	-8.4	0.6	2.3
CC(C)(C)n1nnnc1C(c1cccc(C#N)c1)N1CCCc2ccccc21 (stereo unspecified)	11.8	-1.6	-2.8	11.2	0.8	1.9	-0.2	20.1

(continued)
SMILES	CCR6 antagonist	Jurkat NFkB inh	697 NFkB inh	Gli-Sufu block	UBC13 polyUb	EBI2 block	CXCR6 inh	APJ antag
CCc1ccc(NC(=O)C(C)n2nc(C)c([N+](=O)[O-])c2C)cc1 (stereo unspecified)	0.2	10.4	4.8	2.7	-10.8	4.4	-6.9	9.8
CCc1cc(C(=O)O)c(NC(=O)C(c2ccccc2)c2ccccc2)s1	18.2	3.2	-3.9	-3.7	-12.0	-4.1	-4.6	-19.5
Nc1[nH]nc2ncc3cc4ccccc4nc3c12	1.8	7.6	14.9	-18.9	-75.0	-6.8	-12.0	2.0
Cc1cccc(Cn2c(C)nc3c(N)c(C)c(C)cc32)c1	1.9	10.7	-3.4	14.4	1.4	-2.9	-10.9	-6.6
CSc1nc(N)nc(SCC(=O)Nc2ccc(Cl)cc2)c1C#N	12.4	-22.1	-14.2	5.2	11.8	-4.3	-9.3	2.6
CC1=C([N+](=O)[O-])C(c2ccccc2)NC(=O)N1 (stereo unspecified)	1.4	-12.6	11.2	9.9	-0.4	-2.4	0.9	13.1
CS(=O)(=O)N1CCN(C(=O)CCc2ccccc2)CC1	4.3	4.3	5.9	-18.3	-2.2	3.2	0.2	3.5
CC1(NC(=O)CN2CCN(c3cnn(-c4ccccc4)c(=O)c3Cl)CC2)CCS(=O)(=O)C1 (stereo unspecified)	-1.8	-10.8	-15.5	-0.5	-9.2	8.2	3.1	-3.5
O=C(NCCc1c[nH]c2ccccc12)C(=O)NCC1CCCO1 (stereo unspecified)	10.8	14.8	2.3	-1.2	7.2	3.1	-2.1	-7.3
Cc1nn(Cc2ccccc2Cl)c(C)c1NC(=O)CCCn1nc([N+](=O)[O-])c(Cl)c1C	17.5	1.7	-6.0	5.8	1.6	1.7	-1.7	11.4
CN1CCN(C(=O)COCc2cc(-c3ccc4c(c3)OCO4)on2)CC1	-2.7	-6.0	-36.0	-19.5	-9.0	-4.6	1.3	4.3
CC(C)c1nc2c([nH]1)c(=O)n(C)c(=O)n2C	-0.7	-16.4	-16.8	7.9	-3.1	-1.9	-1.7	2.5
CN(C(=O)c1cccc(NC(=O)Cc2ccc(NC(=O)C3CCCN(C(=O)C4CCCC4)C3)cc2)c1)C1CCCCC1 (stereo unspecified)	1.7	nt	nt	-4.0	nt	-9.3	-10.9	nt
CC1(CC(=O)N/N=C/c2cc3c(cc2Br)OCO3)OCCO1	1.2	-0.4	11.9	-8.6	2.8	5.3	3.5	-1.4
Cc1cc(C(=O)N/N=C/c2ccccc2)c(C)o1	10.8	-33.7	-40.8	-20.3	-4.6	2.6	-8.2	-15.6
Cc1cc(C)cc(N2CC(O)=C(c3nc4ccccc4c(=O)[nH]3)C2=N)c1	5.2	20.4	-14.4	7.5	11.7	-1.6	15.0	5.8
O=C(N/N=C\c1cc(Cl)ccc1O)c1ccc(S(=O)(=O)N2CCCCC2)cc1	16.4	31.8	-67.2	73.3*	-17.3	48.7*	-5.0	-12.8
Cc1ccccc1NC(=S)Nc1cccc2cnccc12	10.3	34.0	7.0	-4.9	-29.8	-12.4	-8.0	-42.4
CN(C)c1ccc(/C=N/Nc2ccc(-n3ccnc3)nn2)cc1	-7.8	-18.9	-44.0	-9.5	-15.8	0.1	-3.7	-4.5
CCC1CCCCN1CCCNC(=O)CC1Oc2ccccc2NC1=O (stereo unspecified)	3.5	2.3	10.8	-16.8	4.4	1.2	3.6	6.7
Cc1nc(NCCc2ccc(S(N)(=O)=O)cc2)c2c3c(sc2n1)CCC3	18.3	15.0	-15.5	9.2	4.7	4.3	-1.0	13.9
CCNC(=O)NC(=O)C(C)OC(=O)Cc1coc2cc3c(cc12)CCC3 (stereo unspecified)	-7.0	19.5	18.4	3.7	14.0	-3.6	-7.6	-16.7
CSc1nccc(N/N=C/c2ccccc2)n1	6.2	-159.7	-135.7	-56.5	6.1	-6.3	-3.8	-10.5
CC1=C(C(=O)OCC(C)C)C2(O)C(=O)c3ccccc3C2(O)N1 (stereo unspecified)	-3.6	-0.6	19.7	16.2	-26.4	-13.1	-1.2	4.5
COc1ccc(C2C(C(=O)N3CCN(c4ccccn4)CC3)CCC(=O)N2c2ccc(OC)cc2)cc1 (stereo unspecified)	-12.8	9.1	24.5	19.7	-0.7	0.4	2.8	-25.8
SMILES	CCR6 antagonist	Jurkat NFkB inh	697 NFkB inh	Gli-Sufu block	UBC13 polyUb	EBI2 block	CXCR6 inh	APJ antag
Cc1ccccc1-n1ccnc1SCC(=O)NCc1ccco1	6.9	10.5	9.3	-0.7	-15.0	2.3	-2.1	-16.5
CCOc1ccc(N2C(=O)c3cccnc3C2=O)cc1	-16.4	-3.9	0.6	32.6	1.5	-10.1	-4.3	23.8
O=S(=O)(c1ccccc1)N1CCn2c(nc3ccccc32)C1	15.1	-1.2	0.7	-2.0	7.8	-8.6	-6.3	10.7
CCc1cccc(NS(=O)(=O)c2c(C)nc3scc(C)n3c2=O)c1	10.6	5.7	-19.7	-11.0	-6.9	-0.2	-3.2	-0.3
O=C(O)CCC(=O)N1CCN(S(=O)(=O)c2ccc3ccccc3c2)CC1	9.0	23.3	-2.9	40.9	3.1	-16.1	-4.0	15.5
NC(=O)c1ccc(NC(=O)COC(=O)CCC(=O)c2ccc(Cl)cc2)cc1	-4.0	5.0	11.6	-6.1	1.6	-0.6	-3.7	7.1
CC(=O)c1ccc(NC(=O)C2(c3ccccc3)CC2(Cl)Cl)cc1 (stereo unspecified)	13.2	-15.8	-36.3	-32.7	4.9	-1.9	0.0	3.7
Cc1ccc(C2=NN(CC(=O)NCCN(CC(C)C)CC(C)C)C(=O)CC2)cc1	3.1	-11.3	-17.6	10.7	-1.8	0.3	4.0	3.0
CC(C)NC(=O)C1(O)c2ccccc2NC(=O)N1c1ccc(Cl)c(Cl)c1 (stereo unspecified)	1.2	-8.3	-5.8	3.7	-9.6	4.1	-19.5	3.2
Cc1nnc(NC(=O)C2CC(=O)N(c3ccc4c(c3)OCCO4)C2)s1 (stereo unspecified)	-7.4	20.4	8.6	-0.3	-14.6	-6.6	-7.3	11.7
COc1ccccc1C(=O)NC(CCSC)C(=O)NCc1ccccn1 (stereo unspecified)	-4.1	1.3	9.4	-4.7	3.0	-0.5	-5.5	-2.2
CCN(CC)C(=O)c1c([N+](=O)[O-])c(C(C)(C)C)nn1C	11.1	-14.1	7.1	-3.9	2.4	10.7	3.4	1.5
COc1ccc(-c2nc3nc(N)nn3cc2C)cc1F	4.8	8.2	9.0	-6.7	-1.4	-1.3	7.8	11.6
